# aSyn tox rescue – rescues yeast growth from alpha-synuclein toxicity | S. cerevisiae alpha-synuclein toxicity rescue, BacTiter-Glo growth, 24 h | Potency, µM (highest dose often 46.1 µM), for inactives: at the top dose growth rescue (activation), usual class: activators | actives 0.02% (n = 94,000); active = well fitted activation curve with a large enough effect; inconclusive = small, poorly fitted or top-dose-only effect; also: 0% is about no effect
#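 Growth restoration measured by BacTiter-Glo luminescence after 24 hr at 30 deg C; alpha-synuclein yeast, raffinose-pregrown to mid-log, were added at OD600=0.02 in galactose medium onto pinned compounds.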
# * = called active by the depositor; ? = inconclusive; [ ] = dose if it differs, or a comment. Potency is read from the fitted curve at half-maximal effect. These rows are one share of the data; the hit share may differ from the screen's.
SMILES,aSyn tox rescue
CCCc1nn2c(=O)cc(COC(=O)c3cccc(NC(=O)c4cccs4)c3)nc2s1,-6.9%
COc1ccc(CCN2C(=O)NC(NS(=O)(=O)c3ccccc3)(C(F)(F)F)C2=O)cc1OC (stereo not given),5.5%
C[C@H](CO)N1C[C@H](C)[C@H](CN(C)C(=O)Nc2ccc(C(F)(F)F)cc2)Oc2ncc(-c3cccnc3)cc2C1=O,-10.6%
Cc1ccc2c(c1)c(=O)c(S(=O)(=O)c1ccc(C)c(C)c1)cn2CC(=O)Nc1ccccc1,-0.1%
Clc1ccc(-c2nnc3n2-c2ccccc2SC3)cc1,-9.7%
CC1C/C(=N\Nc2ccc(S(N)(=O)=O)cc2[N+](=O)[O-])CC(C)(C)C1 (stereo not given),0.2%
Cc1ccc(C(=O)N/C(=C\c2ccc(F)cc2)C(=O)NCc2ccncc2)cc1,-8.5%
CCCCCCN1C[C@H](n2cc(COC(=O)c3ccccc3)nn2)[C@@H](O)C[C@@H]1c1ccc(C)cc1,-33.5%[inhibitor]
O=C(Cc1ccsc1)Nc1ccc(S(=O)(=O)C(F)F)cc1,-0.4%
CC(On1nnc2ccc(S(=O)(=O)N3CCOCC3)cc21)C(=O)Nc1ccccc1F (stereo not given),12.9%
O=S(=O)(Nc1nc2ccccc2nc1NCC1CCCO1)c1cc(Cl)ccc1Cl (stereo not given),7.5%
Cc1cc(C)c2c(CC(=O)Nc3cc(C(F)(F)F)ccc3Cl)coc2c1,26.7%
Cc1c(C(=O)OCc2ccccc2)[nH]c2c1C(=O)CC(c1ccc(N(C)C)cc1)C2 (stereo not given),-12.3%
Cc1ccccc1NC(=O)c1sc2nc3c(cc2c1N)CN(Cc1ccccc1)CC3,1.8%
CN1CCN(c2ncnc3c2cnn3-c2cccc(Cl)c2)CC1,-0.4%
O=C(NCc1cccn1Cc1ccccc1)Nc1cccc(C(F)(F)F)c1,-8.9%
Cc1ccc(OCC(O)CNCc2ccccc2)cc1C (stereo not given),-7.5%
CCOC(=O)c1ccc(NC(=O)c2nc[nH]c2C(=O)N[C@@H](C)CO)cc1,0.2%
Cn1nnnc1SCCNCc1ccc(OCc2ccccc2Cl)cc1,-10.0%
CC(C)CC1C(=O)N(Cc2cn(CC3CCCCC3)nn2)CCS(=O)(=O)N1Cc1ccc(-c2ccc(Cl)c(Cl)c2)cc1 (stereo not given),11.8%
CCOC(=O)/C(C#N)=C/c1cc2cc(C)c(C)cc2nc1Cl,6.6%
N/C(=N\OC(=O)Cc1ccccc1[N+](=O)[O-])c1ccccn1,3.0%
CCN(c1ccccc1)S(=O)(=O)c1c(C)nc2scc(C)n2c1=O,-2.3%
CC1CCN(S(=O)(=O)c2ccc3c(c2)N(CC(=O)NCCCN2CCCCC2)C(=O)CS3)CC1,-3.7%
Cc1ccc(S(=O)(=O)NC(=O)Nc2ccc(F)c(F)c2)cc1,-6.4%
O=C(NCc1cccs1)c1cc(C2CC2)on1,-7.0%
CCc1ccc(NS(=O)(=O)c2ccc(NC(=O)N3CCCC3)cc2)cc1,1.2%
FC(F)(F)C1=NNC(c2ccc3ccccc3c2)=NN1,2.4%
CC(=O)NC(C)c1nc2ccccc2n1Cc1ccccc1Cl (stereo not given),-0.4%
CCOc1ccc(C(=O)Oc2c(Sc3ccccc3)c(C)nn2C(C)(C)C)cc1OCC,1.9%
O=C(Nc1ccc2oc(-c3ccc4ccccc4c3)nc2c1)c1cc(Cl)ccc1Cl,-8.2%
CC(=O)N1c2ccc(S(=O)(=O)NCC3CCC(C(=O)Nc4ccc(C)cc4)CC3)cc2CC1C (stereo not given),1.8%
Cc1ccc(-c2c3c(=O)n(C)c(=O)n(C)c3c3c(C)nc4ccccc4n23)cc1,0.3%
CCOc1ccc(CNC(=O)CCc2cn(CC)c3ccccc23)cc1,4.4%
COc1cccc(CNC(=O)c2nc(Cn3nc(C)c(Br)c3C)no2)c1,1.7%
CN(C)c1ccc(CNC(=O)c2cc3ccccn3n2)cc1,-2.2%
COc1ccc(-c2nc3scc(CCNS(=O)(=O)c4ccc(F)cc4F)n3n2)cc1OC,-12.7%
CCOC(=O)C(C)Sc1nc(=O)n2cccc(C)c2n1 (stereo not given),3.3%
COc1ccc(CCNC(=O)c2ccc(-c3cccc([N+](=O)[O-])c3)o2)cc1OC,-12.5%
CCN1CCC(N(Cc2ccc(F)cc2)C(=O)Nc2ccc(C)c(F)c2)CC1,-4.3%

# Shown as labelled records: 2 of the compounds above
molecule: Cc1ccc(S(=O)(=O)NC(=O)Nc2ccc(F)c(F)c2)cc1
  aSyn tox rescue: -6.4%

molecule: O=C(Cc1ccsc1)Nc1ccc(S(=O)(=O)C(F)F)cc1
  aSyn tox rescue: -0.4%

# Additional results follow.
SMILES,aSyn tox rescue
Cc1ccc(NC(=O)COC(=O)c2ccco2)cc1S(=O)(=O)N1CCCCC1,2.0%
CCc1ccccc1NC(=O)CC1Sc2ccc(C(F)(F)F)cc2NC1=O (stereo not given),-9.6%
COc1ccc(CNC(=O)CCc2nc(-c3ccc(C)cc3)no2)c(OC)c1,1.3%
Cc1cc(C)cc(-n2c(SCC(=O)Nc3ccccc3F)nc3c(oc4ccccc43)c2=O)c1,6.8%
COc1cc(NC(=O)c2cccc(NC3=NC4CS(=O)(=O)CC4S3)c2)cc(OC)c1OC (stereo not given),-6.3%
O=C(CN(C(=O)CCC(=O)Nc1nccs1)c1ccc(F)c(Cl)c1)NCC1CCCO1 (stereo not given),11.0%
CC(C)Oc1ccc(S(=O)(=O)N2CCOCC2)cc1NC(=O)C(C)Oc1ccc(F)cc1 (stereo not given),0.7%
CCOC(=O)c1c(C)[nH]c(CCC(=O)NCc2cccc(OC)c2)c1C,5.1%
Cc1cccc(C(=O)Nc2ccc3nc(SCCOc4ccccc4)sc3c2)c1,-3.1%
O=C(CNc1ccc2ccccc2c1)N/N=C/c1ccccn1,-6.8%
Cc1ccc(NS(=O)(=O)c2ccc3[nH]c4c(c3c2)CCCCC4)cc1,-56.8%[inhibitor]
COC(=O)c1cc(=O)n(CCc2ccc(OC)cc2)c(=Nc2ccc(F)c(Cl)c2)s1,2.2%
COc1ccc(NC(=O)COC(=O)C2CCN(S(=O)(=O)c3ccccc3)CC2)cc1Cl,9.7%
COc1ccccc1CCC(=O)Nc1ccc(S(=O)(=O)Nc2cc(C)nc(C)n2)cc1,5.0%
COc1ccc(C(c2c(C)n(C)n(-c3ccccc3)c2=O)c2c(C)n(C)n(-c3ccccc3)c2=O)cc1O,-10.7%
CCOc1ccccc1CNC(=O)c1ccc(NC(=O)N2CC(C)Sc3ccccc32)cc1 (stereo not given),5.5%
COc1ccccc1-c1cc(C(=O)Nc2sc3c(c2C#N)CCCC3)no1,-8.6%
Cc1cc(C)cc(-n2ccnc2SCC(=O)Nc2ccc(C)cc2C)c1,11.4%
O=C(NCc1ccccc1Cl)c1ccc(NC(=O)N2CCSc3ccccc32)cc1,6.6%
CC1C(=O)Nc2ccc(S(=O)(=O)N3CCN(c4cccc(Cl)c4)CC3)cc2NC1=O (stereo not given),0.9%
Cc1ccccc1C(=O)Nc1ccc(S(=O)(=O)N2CC(C)OC(C)C2)cc1 (stereo not given),-2.4%
CN(C)C(=O)c1cc(C(=O)c2c(F)cccc2F)c[nH]1,3.9%
Cc1cc(Cl)c(OCCCn2ccnc2)c(Br)c1,3.7%
CCCNC1=CC(=O)CC(C)(C)C1,-15.3%
CC1CN(CCS(=O)(=O)c2cc(Cl)ccc2Cl)CC(C)O1 (stereo not given),-13.5%
NC(=O)Oc1cccc(OC(N)=O)c1,-1.2%
O=C1C(c2ccc(F)cc2)N(Cc2ccccc2Cl)C(=O)CN1C1CCCCC1 (stereo not given),-5.4%
COc1ccc(C2C(C)C3(O)CC(C#N)(C(=O)N3)C2(C#N)C#N)cc1 (stereo not given),-6.6%
OCCC1CN(Cc2cnn(-c3ccccc3Cl)c2)CCN1Cc1ccsc1 (stereo not given),4.3%
COCCSc1nnc(NC(=O)CS(=O)(=O)c2ccccc2)s1,-2.3%

# 14 compounds from above, ordered by molecular weight, smallest number first.
SMILES,aSyn tox rescue
CCCNC1=CC(=O)CC(C)(C)C1,-15.3%
NC(=O)Oc1cccc(OC(N)=O)c1,-1.2%
CN(C)C(=O)c1cc(C(=O)c2c(F)cccc2F)c[nH]1,3.9%
Cc1cc(Cl)c(OCCCn2ccnc2)c(Br)c1,3.7%
COc1ccc(C2C(C)C3(O)CC(C#N)(C(=O)N3)C2(C#N)C#N)cc1 (stereo not given),-6.6%
CC1CN(CCS(=O)(=O)c2cc(Cl)ccc2Cl)CC(C)O1 (stereo not given),-13.5%
COCCSc1nnc(NC(=O)CS(=O)(=O)c2ccccc2)s1,-2.3%
COc1ccccc1-c1cc(C(=O)Nc2sc3c(c2C#N)CCCC3)no1,-8.6%
Cc1ccccc1C(=O)Nc1ccc(S(=O)(=O)N2CC(C)OC(C)C2)cc1 (stereo not given),-2.4%
O=C1C(c2ccc(F)cc2)N(Cc2ccccc2Cl)C(=O)CN1C1CCCCC1 (stereo not given),-5.4%
OCCC1CN(Cc2cnn(-c3ccccc3Cl)c2)CCN1Cc1ccsc1 (stereo not given),4.3%
O=C(NCc1ccccc1Cl)c1ccc(NC(=O)N2CCSc3ccccc32)cc1,6.6%
COc1ccccc1CCC(=O)Nc1ccc(S(=O)(=O)Nc2cc(C)nc(C)n2)cc1,5.0%
COc1ccc(C(c2c(C)n(C)n(-c3ccccc3)c2=O)c2c(C)n(C)n(-c3ccccc3)c2=O)cc1O,-10.7%

# (list continues)
SMILES,aSyn tox rescue
CSCCC(NS(=O)(=O)c1ccccc1)C(=O)Nc1nccs1 (stereo not given),1.6%
C[C@@H]1CN([C@H](C)CO)C(=O)CCCn2cc(nn2)CO[C@H]1CN(C)C(=O)NC1CCCCC1,4.2%
COc1ccc(N2CCN(S(=O)(=O)c3cc4c(cc3C)N(C(C)=O)CCO4)CC2)cc1,-7.4%
CS(=O)c1ccccc1-c1nc(-c2ccc([N+](=O)[O-])cc2)no1 (stereo not given),-6.0%
O=C(c1ccccc1F)N1CCCC(N2CCN(Cc3ccc4c(c3)OCO4)CC2)C1 (stereo not given),6.3%
Cc1cccc(Cn2cnc3c(cnn3-c3ccc(Cl)cc3)c2=O)c1,-4.6%
CCCn1c(SCC(=O)Nc2ccccc2Cl)nc(O)cc1=O,-5.2%
CCC1(c2ccccc2)NC(=O)N(CC(=O)c2ccc3c(c2)OCO3)C1=O (stereo not given),19.2%
Cc1cccc(CCNC(=O)C2CCC(CNS(=O)(=O)c3c(C)cc(C)cc3C)CC2)c1 (stereo not given),29.5%
O=C(O)CCCNc1ccc(S(=O)(=O)N2CCCCC2)cc1,-5.9%
Cc1ccc(-c2nn(CC(=O)NCc3ccccn3)c(=O)c3ccccc23)cc1S(=O)(=O)N(C)C,-1.6%
CCn1c(=O)c2[nH]c(Cl)nc2n(CC)c1=O,-0.5%
COCCn1c(SCC(=O)Nc2cc(OC)ccc2OC)nc2c(c1=O)SC(C)C2 (stereo not given),-2.5%
O=C(CCNS(=O)(=O)c1cccc2nonc12)NC1CCCCCC1,-8.2%
NS(=O)(=O)c1ccc(CCNC(=O)C(=O)c2c[nH]c3ccccc23)cc1,-3.5%
Cc1ccc(S(=O)(=O)N(C)CC(=O)N(C)Cc2cccs2)cc1,2.9%
N#C/C(=C\c1ccc(Cl)cc1Cl)c1nc(-c2cccc(Cl)c2)cs1,0.2%
COc1ccc(CCNCC(O)COc2c(C)cccc2C)cc1OC (stereo not given),-3.9%
O=C(NCCc1ccccc1Cl)C1CC(=O)N(C2CCCCC2)C1 (stereo not given),-1.8%
Cc1ccc(S(=O)(=O)c2cn(CC(=O)Nc3ccc(Cl)cc3)c3ccc(F)cc3c2=O)cc1C,1.4%
Cn1nnnc1SCCCNCc1cc(Br)ccc1OCc1ccccc1F,0.4%
Cc1ccsc1C(=O)N1CCCC(C(=O)c2cc(F)ccc2F)C1 (stereo not given),2.7%
CCN(C1CCS(=O)(=O)C1)S(=O)(=O)c1ccc2ccccc2c1 (stereo not given),-5.1%
Cc1cccc(-c2nc3c4ccccc4n(Cc4cccc(Cl)c4)c(=O)n3n2)c1,?
COc1ccc2c(c1)CCc1c(C(=O)Nc3ccc(OC)cc3OC)noc1-2,-0.6%
Cc1noc(C)c1NC(=O)N(C)C[C@@H]1Oc2ncc(C#CC3CC3)cc2C(=O)N([C@@H](C)CO)C[C@@H]1C,-1.3%
COc1ccc(NC2CCCN(C(=O)c3ccccc3-c3ncc[nH]3)C2)cc1 (stereo not given),-9.5%
Cc1cccc(C)c1NC(=O)CN1C(=O)c2cccc3cccc1c23,-3.1%
COc1ccc(-n2ncc3c2ncn2nc(-c4ccc(OC)c(OC)c4)nc32)cc1,-1.3%
O=C(CSc1nc2c([nH]c3ccccc32)c(=O)n1-c1cccc(Cl)c1)NCc1ccccc1,1.4%
CC(=O)CSc1ccc(-c2nc3cc(C)c(C)cc3[nH]2)cn1,-1.7%
O=C(CCCCn1c(=O)c2ccccc2n(Cc2ccc(Cl)cc2)c1=O)NCc1ccccc1Cl,1.5%
O=C(/C=C/c1ccc(F)cc1)NC(Cc1c[nH]c2ccccc12)C(=O)O (stereo not given),-5.9%
O=C(Nc1nccs1)c1cc(-c2ccccc2)nc2ccccc12,-13.1%
CCc1cnc2c(c1SCC(=O)Nc1ccc(C(=O)OC)cc1)c(=O)n(C)c(=O)n2C,-2.4%
CC1=C(C(=O)Nc2ccccc2)C(c2ccc(O)cc2)n2nc(-c3ccc(Cl)cc3)nc2N1 (stereo not given),-2.8%
Cc1ccccc1-n1nnnc1SCC(C)C,11.7%
CCn1cc(C(=O)N2CCN(c3ccccc3OC)CC2)c(=O)c2cc(S(=O)(=O)N3CCC(C)CC3)ccc21,-1.2%
CNS(=O)(=O)c1ccc(CCC(=O)N2CCOCC2)cc1,7.0%
Cc1ccc(S(=O)(=O)N2CCCC2CNC(=O)C(=O)NC2CC2)cc1 (stereo not given),-1.9%
COc1cc(N)c(Cl)cc1C(=O)OCC(=O)c1cccs1,-11.5%
Cc1ccc(CNC(=O)c2ccc(Cn3c(SCc4ccc(F)cc4)nc4cccnc43)cc2)o1,-0.4%
Cc1nnc(SCC(=O)NC2CCS(=O)(=O)C2)n1Cc1ccccc1 (stereo not given),-2.2%
Cc1ccc(C(=O)N2CCC(Cc3ccccc3)CC2)cc1[N+](=O)[O-],6.9%
